LEDGF integ inh: blocks HIV-1 LEDGF/p75-dependent DNA integration. TR-FRET IN-LEDGF/p75 DNA integration, Eu/Cy5. hit rate 0.64% among 370,000. inhibition, % at 3.7 µM;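 active means inhibition above the screen-wide mean plus 3 SD, cut at about 13% in these data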;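 further: signal is the Cy5 over europium emission ratio at 671 and 618 nm; 0% = plate median of compound wells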
HTRA1 inh: HTRA1 (human) protease inhibition | inhibition, % at 5.96 µM | Q92743 | recombinant HTRA1, FP-rhodamine activity-based probe, fluorescence polarization | hit rate 0.5% among 340,000; in the data active means inhibition above about 36%;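 further: 0% = enzyme with DMSO and 100% = wells lacking enzyme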
rCAG binder: r(CAG) repeat RNA binding; hit rate 1.3% among 370,000; inhibition, % at 3 µM; TO-PRO-1 dye displacement fluorescence;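 active means inhibition above the plate cutoff, the mean of all test compounds on that plate plus 3 SD, cut at about 35% in these data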;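 further: 0% = DMSO alone and 100% = 100 µM mitoxantrone as full dye displacement; higher means more dye released from RNA so lower well fluorescence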
TDP2 absorb: blocks human TDP2 phosphodiesterase activity; recombinant TDP2, T5PNP hydrolysis, p-nitrophenol absorbance 415 nm; O95551; hit rate 0.34% among 370,000; inhibition, % at 12.8 µM;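 active means inhibition above the mean of all tested compounds plus 3 SD, set per campaign, cut at about 25% in these data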;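 further: 0% = DMSO with enzyme and 100% = buffer with substrate but no TDP2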
Target sequence (O95551 whole entry, looked up): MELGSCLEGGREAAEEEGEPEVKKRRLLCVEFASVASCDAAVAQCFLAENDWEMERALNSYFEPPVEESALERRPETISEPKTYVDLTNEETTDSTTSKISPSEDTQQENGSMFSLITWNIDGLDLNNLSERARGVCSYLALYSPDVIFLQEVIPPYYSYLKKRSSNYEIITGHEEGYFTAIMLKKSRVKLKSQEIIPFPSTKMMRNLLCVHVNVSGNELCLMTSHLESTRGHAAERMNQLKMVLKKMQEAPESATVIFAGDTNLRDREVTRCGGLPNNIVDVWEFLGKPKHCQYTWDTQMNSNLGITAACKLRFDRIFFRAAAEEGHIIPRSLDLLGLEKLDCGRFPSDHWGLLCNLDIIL
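Evaluation: % inhibition relative to enzyme-containing and enzyme-free wells. Material: recombinant human TDP2. Benchmarks: enzyme-free and DMSO wells. Timing: enzyme reaction with compound for 2 h at 37 °C. Compound dosing: 12.8 µM only. Measured by: p-Nitrophenol epi absorbance. Reagent: T5PNP substrate at 5 mM, a TopII-DNA adduct mimic. Replication: single well per compound.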
TCR-CD3 inh: inhibitors of human TCR-CD3 interaction; TAMRA-labeled TCR probe fluorescence, biochemical; inhibition, % at 9.4 µM; hit rate 0.37% among 360,000; AID 651800; in the data active means inhibition above about 19%;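 further: recombinant mutant TCR 2C K166C tagged with TAMRA read by polarization; 0% = receptor in buffer alone and 100% = receptor with positive control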
PRMT1 inh: blocks human protein arginine methyltransferase 1 | Q99873 | recombinant PRMT1, activity-based probe fluorescence polarization | inhibition, % at 2.79 µM | hit rate 1.3% among 370,000;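 active means inhibition above about 21% made by adding two undisclosed values, limit read from the data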
Target sequence (Q99873 whole entry, looked up): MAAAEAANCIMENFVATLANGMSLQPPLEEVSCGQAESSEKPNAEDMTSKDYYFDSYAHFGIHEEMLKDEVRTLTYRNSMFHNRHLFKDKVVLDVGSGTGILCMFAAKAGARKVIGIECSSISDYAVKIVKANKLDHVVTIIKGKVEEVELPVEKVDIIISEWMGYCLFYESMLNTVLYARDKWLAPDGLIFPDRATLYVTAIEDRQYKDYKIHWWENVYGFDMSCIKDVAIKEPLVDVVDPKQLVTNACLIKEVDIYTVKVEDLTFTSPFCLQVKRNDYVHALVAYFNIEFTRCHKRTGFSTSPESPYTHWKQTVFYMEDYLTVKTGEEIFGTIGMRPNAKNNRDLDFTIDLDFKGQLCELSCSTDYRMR
MBD2 DNA inh: blocks human MBD2 binding to methylated DNA | Q9UBB5 | TR-FRET, MBD2 binding to methylated oligonucleotide | inhibition, % at 4.4 µM | hit rate 0.31% among 370,000; in the data active means inhibition above about 13%
SIAE inh: inhibitors of human sialic acid acetylesterase SIAE | Q9HAT2 | hit rate 0.69% among 370,000 | SIAE FP-Rh probe binding, fluorescence polarization | AID 1053197 | inhibition, % at 9.66 µM;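 active means inhibition above a cutoff: mean of compounds within the control limits plus 3 SD of those, cut at about 17% in these data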;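 further: 0% = plate median of compound wells and 100% = probe without SIAE protein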
GC-B act: GC-B (human) receptor activation; P20594; HEK293-GC-B cells, CNP EC30, cGMP TR-FRET; 0% at EC30 CNP, 100% saturating CNP; activation, % at 10 µM; hit rate 0.11% among 370,000;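 active means activation at 10 µM reaching about 35% in either raw or pattern-adjusted values, limit read from the data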
mABHD4 FP: ABHD4 (mouse) inhibition, primary FP screen | AID 720543 | hit rate 0.54% among 370,000 | Q8VD66 | purified mABHD4, FP-Rh probe fluorescence polarization | inhibition, % at 8.92 µM;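 active means inhibition exceeding the mean over every tested compound plus 3 SD, cut at about 30% in these data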;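 further: 0% = plate median of compound wells and 100% = S159A mutant with DMSO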
Target sequence (Q8VD66 whole entry, looked up): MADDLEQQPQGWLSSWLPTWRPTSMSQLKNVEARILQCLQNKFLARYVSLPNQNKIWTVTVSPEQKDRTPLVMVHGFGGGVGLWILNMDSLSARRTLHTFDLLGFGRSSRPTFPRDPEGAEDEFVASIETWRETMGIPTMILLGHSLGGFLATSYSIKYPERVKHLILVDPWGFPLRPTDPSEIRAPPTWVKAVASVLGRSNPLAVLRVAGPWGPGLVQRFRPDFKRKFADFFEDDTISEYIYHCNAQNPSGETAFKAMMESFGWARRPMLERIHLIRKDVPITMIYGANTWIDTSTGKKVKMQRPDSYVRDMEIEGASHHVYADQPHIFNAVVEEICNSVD
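Material: mouse ABHD4 enzyme, wild type; Benchmarks: S159A mutant high control, sample median low control; Buffer or medium: HEPES pH 7.0, NaCl, Pluronic buffer; Signal: fluorescence polarization; Read-out: percent inhibition of probe binding, normalized to plate controls; Timing: pre-incubation 45 min, probe exposure 60 min, at 25 °C; Dosing: 8.92 µM, single dose.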
* = called active by the depositor. Not all compounds are listed (hit frequency here may not be typical).

Labels used below: A = LEDGF integ inh; B = HTRA1 inh; C = rCAG binder; D = TDP2 absorb; E = TCR-CD3 inh; F = PRMT1 inh; G = MBD2 DNA inh; H = SIAE inh; I = GC-B act; J = mABHD4 FP
> CCOC(=O)Cc1csc(NC(=O)CSc2nnc(-c3ccncc3)n2Cc2ccco2)n1
  A: 0; B: 4; C: -6; D: 5; E: 9; F: -3; G: -1; H: -2; I: 8; J: 7
> O=C1CC(NC2CCN(C(=O)c3cccc(F)c3)CC2)C(=O)N1 (centres undefined)
  A: -3; B: -10; C: 0; D: 3; E: 7; F: 18; G: -4; H: 6; I: 2; J: 3
> C[N+](C)(C)CCN1C(=O)CSC1=O
  A: 2; B: 1; C: 3; D: 9; E: -2; F: 1; G: 4; H: 9; I: -3; J: 3
> CN1CCN(C(=O)C2CC(c3c(F)cccc3Cl)=NO2)CC1 (centres undefined)
  A: -1; B: 1; C: -2; D: -1; E: -4; F: -2; G: -1; H: -2; I: -1; J: 1
> COc1ccc(CCNS(=O)(=O)c2ccccc2)cc1OC
  A: -3; B: 10; C: -3; D: -7; E: 6; F: -2; G: -7; H: 0; I: 6; J: 4
> N#C/C(=C\c1ccc(OCc2cccc(C(=O)O)c2)cc1)C(=O)NCc1ccco1
  A: 3; B: -4; C: 22; D: 1; E: -9; F: 8; G: -4; H: -4; I: 0; J: -1
> CCOC(=O)C(C)Sc1ccc2nnc(CCNS(=O)(=O)c3ccc(C)cc3)n2n1 (centres undefined)
  A: 5; B: -8; C: -4; D: -4; E: 1; F: -4; G: 1; H: 2; I: 4; J: -3
> O=S(=O)(NC(=S)NC1CCCCC1)c1cccs1
  A: 0; B: 2; C: 2; D: 6; E: 2; F: -2; G: -4; H: 8; I: 3; J: 2
> COc1ccccc1NC(=O)Nc1nc(CC(=O)Nc2cccc(F)c2)cs1
  A: 2; B: -49; C: 21; D: -13; E: -4; F: 0; G: 1; H: 2; I: -3; J: -27
> Cc1ccc2nc(NC(=S)NC(=O)c3cccs3)sc2c1
  A: 0; B: -9; C: 7; D: -10; E: 3; F: -1; G: 2; H: -7; I: 9; J: -1
> Cc1ccc(C)c(Oc2cc(F)nc(N)n2)c1
  A: -3; B: 2; C: -3; D: 0; E: -7; F: 2; G: 2; H: -9; I: 5; J: -3
> Cc1cc(-c2ccccc2)n2nc(C)c(-c3ccccc3)c2n1
  A: 3; B: 0; C: -1; D: -2; E: 1; F: 1; G: 0; H: -2; I: -1; J: 2
> COC(=O)c1sc2nc(N)c(C#N)cc2c1N
  A: 34*; B: -7; C: -3; D: 1; E: 5; F: 1; G: -2; H: -18; I: -7; J: -7
> CCS(=O)(=O)n1nc(-c2ccc(OC)cc2)nc1N
  A: 3; B: -7; C: 3; D: 10; E: -1; F: 0; G: 2; H: -3; I: 3; J: 5
> Cc1[nH]c2ccc(C(=O)OC(C)C(=O)N(C)C3CCCCC3)cc2c1C (centres undefined)
  A: -1; B: -7; C: -6; D: 8; E: 1; F: 2; G: -6; H: 9; I: -5; J: -1

2 entries drawn at random from the list so far:
Labels used below: A = LEDGF integ inh; B = HTRA1 inh; C = rCAG binder; D = TDP2 absorb; E = TCR-CD3 inh; F = PRMT1 inh; G = MBD2 DNA inh; H = SIAE inh; I = GC-B act; J = mABHD4 FP
> CCS(=O)(=O)n1nc(-c2ccc(OC)cc2)nc1N
  A: 3; B: -7; C: 3; D: 10; E: -1; F: 0; G: 2; H: -3; I: 3; J: 5
> COc1ccccc1NC(=O)Nc1nc(CC(=O)Nc2cccc(F)c2)cs1
  A: 2; B: -49; C: 21; D: -13; E: -4; F: 0; G: 1; H: 2; I: -3; J: -27

More entries:
Labels used below: A = LEDGF integ inh; B = HTRA1 inh; C = rCAG binder; D = TDP2 absorb; E = TCR-CD3 inh; F = PRMT1 inh; G = MBD2 DNA inh; H = SIAE inh; I = GC-B act; J = mABHD4 FP
> O=c1cc(-c2ccccc2Cl)oc2c(NS(=O)(=O)c3ccccc3OC(F)(F)F)ccc(O)c12
  A: 2; B: -27; C: 18; D: 2; E: 2; F: -1; G: -4; H: -17; I: 3; J: 4
> Cc1ccc(-c2n[nH]c(=S)n2Cc2ccccc2)cc1
  A: -2; B: -3; C: 3; D: -4; E: -3; F: 7; G: 4; H: 4; I: 8; J: 3
> CC1(NC(=O)CN2CCN(c3cnn(-c4ccccc4)c(=O)c3Cl)CC2)CCS(=O)(=O)C1 (centres undefined)
  A: -7; B: 11; C: 3; D: 3; E: -12; F: 2; G: 4; H: 5; I: 0; J: 3
> COCCNC(=O)Cn1c(=O)n(CCC(=O)NCCc2ccccc2)c(=O)c2ccccc21
  A: -1; B: 6; C: 0; D: 10; E: 3; F: -1; G: 1; H: 1; I: -1; J: 3
> Cc1nnc(SCC(=O)N2c3ccccc3C(C)(c3ccccc3)CC2(C)C)s1 (centres undefined)
  A: -2; B: -45; C: -2; D: -9; E: 6; F: -1; G: -1; H: 13; I: -7; J: -8
> CC(=O)N1c2ccccc2C(CBr)=CC1(C)C
  A: 0; B: 4; C: 0; D: -1; E: 1; F: 4; G: 0; H: -1; I: 1; J: 7
> CN(C)c1ccc(/C=C/C(=O)c2ccc(O)cc2)cc1[N+](=O)[O-]
  A: 0; B: -6; C: 14; D: 7; E: 0; F: 1; G: -3; H: 6; I: 2; J: 2
> Nc1c(C(=O)CSc2nc(-c3ccccc3)cs2)c(=O)[nH]c(=O)n1C1CC1
  A: -2; B: -11; C: 5; D: 7; E: 1; F: 0; G: -4; H: -6; I: -3; J: -8
> COc1ccc(NC(=O)CCSc2nnnn2C)cc1
  A: -2; B: 5; C: -1; D: 4; E: 6; F: -3; G: -2; H: 9; I: -4; J: 2
> O=C(C[C@H]1C/C=C\C[C@@H](Cc2ccc(F)cc2)C(=O)OC[C@H]2CCCN2C1=O)N[C@@H](CO)Cc1ccccc1
  A: 3; B: -2; C: -6; D: 9; E: 7; F: -3; G: -2; H: 1; I: 3; J: 1
> CC(Oc1ccc(Cl)cc1)C(=O)NCCN1C(=O)S/C(=C\c2cccnc2)C1=O (centres undefined)
  A: 3; B: 0; C: 0; D: -5; E: 5; F: 2; G: -3; H: -8; I: -5; J: 6
> O=c1c2c3c(sc2ncn1-n1cccc1)CCCCC3
  A: 2; B: -3; C: 1; D: 13; E: 0; F: 1; G: 10; H: 4; I: -3; J: -5
> Cc1nnc(NC2=NCCCCC2)o1
  A: 3; B: 2; C: -1; D: -7; E: 1; F: -2; G: 0; H: 2; I: 0; J: 4
> COc1ccc(CN2CCN(Cc3c[nH]c4ccccc34)CC2)cc1OC
  A: 0; B: -2; C: 4; D: 2; E: 11; F: 0; G: 1; H: 12; I: 3; J: 14
> NC(=O)C1=C[C@H](c2coc3ccccc3c2=O)C[C@H](OCc2ccc(CO)cc2)O1
  A: -3; B: 2; C: -4; D: 7; E: 3; F: -1; G: 3; H: 4; I: -5; J: 0

(more compounds)
Compound	LEDGF integ inh	HTRA1 inh	rCAG binder	TDP2 absorb	TCR-CD3 inh	PRMT1 inh	MBD2 DNA inh	SIAE inh	GC-B act	mABHD4 FP
CC(=O)Nc1ccc(NC(=O)C2CCN(c3c(Cc4ccccc4)c(C)nc4ncnn34)CC2)cc1	1	-2	14	3	2	0	-4	2	9	0
O=C(CSc1nc2ncc(Cl)cc2[nH]1)Nc1cccc(F)c1	-1	-9	10	3	0	0	5	0	-7	-16
Cc1cc(C)cc(NC(=O)c2cc(C)nc3ccccc23)c1	1	-9	3	-7	3	4	7	-4	-9	-11
COc1ccc(/C=C2/SC(=S)N(NS(=O)(=O)c3ccccc3)C2=O)cc1	2	-3	74*	-14	5	5	1	-3	-8	3
CC(C)c1cc(C(=O)N/N=C/c2cccnc2)n[nH]1	-2	3	2	7	-1	-1	-2	-19	1	2
Cc1ccc(C(=O)C(C)OC(=O)Cn2c(C)csc2=O)cc1 (centres undefined)	-2	5	-3	10	9	-2	-1	3	-2	5
COc1ccc(/C(C)=N/Nc2nncc3ccccc23)cc1	-7	10	-2	-13	-7	3	4	-1	-4	-2
CC(=O)c1ccc(N2CCN(C(=S)Nc3ccc(Cl)c(Cl)c3)CC2)cc1	-1	5	3	2	2	2	2	-18	1	2
O=C(COc1ccc(Cl)c(Cl)c1)NN1C(=O)C2C(C1=O)C1C=CC2C12CC2 (centres undefined)	-3	1	-1	-2	2	-1	3	6	2	2
CCc1ccc(NS(=O)(=O)c2c(C)noc2C)cc1	0	13	0	-7	-3	5	5	4	1	-8
CCOC(=O)N1CCN(c2ccc(Cl)cc2)CC1	-6	3	0	-9	-4	3	2	-4	2	2
Cc1ccc2nc(NC(=O)CSc3nc(=O)n(CCCN(C)C)c4c3CCC4)sc2c1	-3	-6	0	-2	1	2	1	1	2	2
CCOC(=O)NC(=O)/C(N=Nc1cc(C)cc(C)c1)=C(\C)O	5	7	-2	-1	14	-4	4	2	-3	-9
CCOC(=O)c1c(C)nc2c(c1-c1cc(OC)ccc1OC)C(=O)CC(C)(C)C2	2	4	-10	5	-1	-5	-5	4	-2	-2
CC(C)OC(=O)c1c(NC(=O)c2ccco2)sc2c1CCCCC2	-6	-31	2	3	-2	4	5	-12	-2	5
Cc1noc(C)c1COc1ccccc1C(=O)N1CCN(S(=O)(=O)c2ccccc2C#N)CC1	-3	0	1	8	6	3	-5	6	3	-4
CCOC(=O)/C(C#N)=C/c1ccc(OCC(=O)Nc2ccc(C)c(C)c2)c(OC)c1	0	-1	-1	10	4	-2	4	0	0	-1
C/C=C/C(=O)Nc1cccc(C2=NOC3(C2)C[C@@H](C(N)=O)N(C(=O)c2cc([N+](=O)[O-])cc([N+](=O)[O-])c2C)C3)c1 (some centres undefined)	3	-6	24	-8	-5	1	1	-2	-2	-10
CCOc1ccc(Nc2cc(=O)[nH]c(=O)[nH]2)cc1	4	8	4	-9	-8	0	-1	6	-3	-8
CC(C(=O)Nc1ccccc1F)N1C(=O)c2ccccc2C1=O (centres undefined)	-1	0	3	-3	-2	0	2	-10	1	-3
CC1(C)CC(=O)C2=C(C1)NCN(CCCN1CCOCC1)C2	1	3	-3	-1	-1	-4	-3	3	-6	-2
O=C1Nc2ccccc2C1Cc1ccccc1 (centres undefined)	-1	-1	2	8	-2	0	-6	-3	5	-1
Cc1cc2c(cc(C(=O)OC(C)C(=O)NCc3ccc(F)cc3)n2C)o1 (centres undefined)	1	0	6	4	3	5	3	2	-2	-1
Cc1ccc2cc(/C=C(\C#N)C(N)=O)c(N3CCCCC3)nc2c1	1	-12	2	-2	-4	2	-6	-3	-8	3
O=C1CCc2cc(S(=O)(=O)N3CCCC3C(=O)N3CCN(c4ccccc4)CC3)ccc2N1 (centres undefined)	5	1	3	-2	-5	6	-3	1	4	-1

Only PRMT1 inh, for six of the compounds above:
structure | PRMT1 inh
O=C(C[C@H]1C/C=C\C[C@@H](Cc2ccc(F)cc2)C(=O)OC[C@H]2CCCN2C1=O)N[C@@H](CO)Cc1ccccc1 | -3
CC(Oc1ccc(Cl)cc1)C(=O)NCCN1C(=O)S/C(=C\c2cccnc2)C1=O (centres undefined) | 2
O=c1c2c3c(sc2ncn1-n1cccc1)CCCCC3 | 1
Cc1nnc(NC2=NCCCCC2)o1 | -2
COc1ccc(CN2CCN(Cc3c[nH]c4ccccc34)CC2)cc1OC | 0
NC(=O)C1=C[C@H](c2coc3ccccc3c2=O)C[C@H](OCc2ccc(CO)cc2)O1 | -1
